EBNA-1 inhibitor = blocks EBNA-1 binding to DNA | inhibition, % at 14.8 µM | EBNA-1 DNA binding, fluorescence polarization | 300,000 tested, 0.34% active; in the data active = inhibition above about 28%
AHR act = activators of human aryl hydrocarbon receptor. activation, % at 5 µM. P35869. 320,000 tested, 2.5% active. AHR-responsive luciferase reporter cells, luminescence. AID 2796; in the data active = activation above about 47%;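 also: 0% = vehicle wells and 100% = reference agonist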
MEP2-GFP yeast = modulators of TOR pathway MEP2-GFP in S. cerevisiae. S. cerevisiae MEP2-GFP strain, flow cytometry GFP, 3 h; 100% = DMSO control level. GFP response vs DMSO, % at 10 µM. 330,000 tested, 0.51% active;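 active = GFP response versus DMSO above a set limit, roughly screen mean plus 3 SD, cut at about 180% in these data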;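 also: median GFP fluorescence of the barcode-gated MEP2-GFP cells per well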
proCasp3 act = activators of human procaspase-3; recombinant procaspase-3 D3A, Ac-DEVD-pNA absorbance 405 nm; activation, % at 8.5 µM; 330,000 tested, 0.11% active;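 active = activation above the mean of all tested compounds plus 3 SD, cut at about 21% in these data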;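 also: 0% = DMSO alone and 100% = DMSO wells spiked with extra 5 µM PC-3 D3A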
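System: Procaspase-3 D3A mutant. Medium: Zinc-free 300 mM NaCl, 50 mM HEPES, 0.01% Triton X-100. Schedule: 1 h preincubation plus 2 h reaction at 25 °C. Measured by: 405 nm absorbance of p-nitroaniline, reads at 0 and 120 min. Read-out: percent activation relative to control range.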
RPL19A-GFP yeast = yeast TOR pathway RPL19A-GFP modulation; S. cerevisiae RPL19A-GFP strain, flow cytometry, 3 h; stronger effect = lower value; percent response vs DMSO, % at 10 µM; 330,000 tested, 0.3% active; AID 2025;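 active = percent response vs DMSO below 50%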;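 also: median channel GFP fluorescence of the barcoded RPL19A-GFP strain; ratio of sample median GFP to plate DMSO average so 100% = DMSO; lower means less RPL19A-GFP as with rapamycin TOR inhibition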
proCasp7 act = activates human procaspase-7, counter-screen for procaspase-3 activators | 330,000 tested, 0.093% active | activation, % at 8.5 µM | recombinant procaspase-7, Ac-DEVD-pNA absorbance 405 nm; D23A/D198A/D206A triple mutant, cannot self-cleave; scale: DMSO 0, 5 µM enzyme 100 | AID 463210;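 active = percent activation above the screen-wide mean plus 3 SD, cut at about 25% in these data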
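Assay system: Uncleavable procaspase-7 mutant enzyme; Input: 2 µM procaspase-7 mutant as dispensed; Also added: DEVD-pNA substrate; Medium: Zinc-free HEPES pH 7.4 with 300 mM NaCl, 0.01% Triton X-100; Timing: 1 h compound preincubation, 2 h substrate cleavage, 25 °C; Measured by: Epi-absorbance of released pNA at 405 nm, two timepoints.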
ZTA DNA inh = blocks Epstein-Barr virus ZTA, an EBNA-1 counter-screen; inhibition, % at 11 µM; 320,000 tested, 0.15% active; ZTA-DNA binding, fluorescence polarization; AID 2234; P03206; in the data active = inhibition above about 33%
LAP4-GFP MLPCN = alters LAP4-GFP fluorescence in TOR pathway yeast screen; GFP response vs DMSO, % at 10 µM; 320,000 tested, 0.34% active; S. cerevisiae LAP4-GFP multiplex, flow cytometry GFP, 3 h; median GFP as percent of DMSO wells;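 active = GFP response vs DMSO above a set limit, about the screen mean plus 3 SD, cut at about 150% in these data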
Starred values were filed as active, the others as inactive; . = not tested or not shown; [ ] = remark or other dose.

SMILES	EBNA-1 inhibitor	AHR act	MEP2-GFP yeast	proCasp3 act	RPL19A-GFP yeast	proCasp7 act	ZTA DNA inh	LAP4-GFP MLPCN
Cc1nc(-c2ccccc2)sc1C(=O)CSc1ccc(Cl)cc1	-12.2	6.2	107.7	1.9	103.0	-9.3	2.6	107.5
CC1CCCC(NC(=O)COC(=O)c2cccc(NS(=O)(=O)/C=C/c3ccccc3)c2)C1C (stereo unspecified)	-2.9	0.6	102.8	4.0	108.1	-10.5	-3.2	95.8
CC1CN(c2nc3ccccc3nc2SCC(=O)Nc2ccc(F)cc2)CC(C)O1 (stereo unspecified)	0.0	36.9	97.9	6.8	104.7	6.5	7.1	118.8
Cc1cc(C)cc(CC2CC(=O)N(c3ccc([N+](=O)[O-])cc3)C2=O)c1 (stereo unspecified)	-5.2	-0.8	92.9	8.3	95.1	-0.2	7.4	92.2
COCCNC(=O)CSc1nc2nc(C)cc(C)n2n1	5.8	0.8	100.2	3.2	99.8	-6.9	1.3	98.9
CSc1nc2sc3c(c2c(=O)[nH]1)CCC3	-1.6	6.5	.	7.9	.	-2.8	-2.8	.
Cc1cc(OCC(=O)N2CCCC2)cc(C)c1Cl	-2.4	1.5	85.8	-6.5	94.3	-7.5	13.1	84.2
CCOC(=O)C1CCCN(Cc2nc(N)nc(Nc3ccc(OC)cc3)n2)C1 (stereo unspecified)	-1.4	-0.1	99.2	11.1	100.0	2.7	-7.9	99.2
COC(=O)CSc1nnc(-c2sc3cc(OC)ccc3c2Cl)n1C	0.6	2.3	101.5	5.0	93.3	-6.9	0.1	101.0
CC(=O)N/N=C/c1cc(C)n(-c2ccc(Br)cc2)c1C	2.1	23.9	108.0	4.8	104.4	-0.2	2.3	104.7
NC(=O)c1cccc(NC(=O)CCCCC(=O)Nc2cccc(C(N)=O)c2)c1	-19.8	0.7	645.0*[may fluoresce violet]	6.7	22.6*[may fluoresce violet]	5.9	-1.4	76.7[may fluoresce violet]
CN1C(=O)c2ccc(NC(=O)c3c(F)c(F)c(F)c(F)c3F)cc2C1=O	-6.5	-2.2	104.8	-7.1	102.5	-0.3	10.4	102.7
O=C(COC(=O)CNC(=O)c1ccccc1F)Nc1ncc(Cl)cc1Cl	.	6.3	116.2	-2.4	96.3	-2.7	-8.7	109.3
COc1ccc(NS(=O)(=O)c2cccc(-c3n[nH]c(=S)n3Cc3ccccc3)c2)cc1	-8.0	3.8	105.4	-12.9	102.7	-40.3	-7.3	108.3
Nc1ncnc2nc(SCC(=O)Nc3cccc(C(F)(F)F)c3)[nH]c12	-2.5	10.0	114.8	2.7	93.0	-0.2	-15.2	90.1
CCOC(=O)C1CCN(C(=O)c2c(-c3c(Cl)cccc3Cl)noc2C)CC1	7.3	-1.5	109.8	0.7	101.8	9.3	2.8	100.0
CC1CCCCC12NC(=O)N(CC(=O)NCCc1ccc(S(N)(=O)=O)cc1)C2=O (stereo unspecified)	.	-0.7	103.7	-1.1	103.8	12.6	-0.7	102.9
C=CCNCc1ccc(C(=O)NCCCCCCC)cc1[N+](=O)[O-]	-1.0	1.0	99.5	4.5	96.2	-6.2	-5.0	90.4
CSc1cccc(NC(=O)CNC(=O)c2ccc3c(c2)OCO3)c1	-1.4	22.1	101.7	-1.8	97.9	0.5	0.7	99.3
COc1ccc(CCSc2nnc(C3CCCCC3)n2N)cc1	-0.7	3.5	105.4	-3.1	103.9	9.9	-16.2	109.0
CCOc1ccc(N(CC(=O)NCC2CCCO2)C(=O)CCC(=O)Nc2nccs2)cc1 (stereo unspecified)	-3.0	4.0	96.1	6.1	98.7	1.7	-7.5	99.2
CCOC(=O)c1c(CC(C)C)csc1NC(=O)COC(=O)C1=NNC(=O)CC1	-6.6	3.7	109.8	-6.0	101.8	-0.6	1.4	105.1
COc1cccc(NC(=O)C2Cc3ccccc3CN2C(=O)c2ccco2)c1 (stereo unspecified)	-13.4	-0.5	104.3	-6.4	102.2	-8.7	-8.9	96.7
CCCCCC(=O)Nc1cc(S(=O)(=O)N2CCOCC2)ccc1N1CCCCC1	5.1	0.5	100.2	2.2	89.6	4.2	10.1	89.1
COc1cccc(N2CCN(C(=O)CN3C(=O)NC(C)(c4ccc5ccccc5c4)C3=O)CC2)c1 (stereo unspecified)	-7.7	4.0	101.9	2.7	98.9	3.3	5.8	93.3

The list goes on, overlapping the part above by three compounds.
SMILES	EBNA-1 inhibitor	AHR act	MEP2-GFP yeast	proCasp3 act	RPL19A-GFP yeast	proCasp7 act	ZTA DNA inh	LAP4-GFP MLPCN
COc1cccc(NC(=O)C2Cc3ccccc3CN2C(=O)c2ccco2)c1 (stereo unspecified)	-13.4	-0.5	104.3	-6.4	102.2	-8.7	-8.9	96.7
CCCCCC(=O)Nc1cc(S(=O)(=O)N2CCOCC2)ccc1N1CCCCC1	5.1	0.5	100.2	2.2	89.6	4.2	10.1	89.1
COc1cccc(N2CCN(C(=O)CN3C(=O)NC(C)(c4ccc5ccccc5c4)C3=O)CC2)c1 (stereo unspecified)	-7.7	4.0	101.9	2.7	98.9	3.3	5.8	93.3
Cn1nc(C(=O)NCc2ccc(F)cc2)c2c1-c1ccccc1S(=O)(=O)C2	6.2	-1.1	98.6	13.8	98.6	18.8	8.8	91.7
COc1ccc(C(=O)NCC(=O)OCc2ccc(F)cc2)cc1	5.8	0.3	95.7	7.3	88.5	-0.2	-4.2	97.3
CC(C)CNC(=O)NC(=O)COC(=O)c1ccccc1Sc1ccc(C(F)(F)F)cc1[N+](=O)[O-]	2.5	-2.6	104.9	-7.4	98.3	0.3	6.3	88.3
Cc1cccc(-c2cc(C(=O)Nc3c(C)n(C)n(-c4ccccc4)c3=O)c3ccccc3n2)c1	5.4	-0.2	96.7	10.5	98.5	2.1	3.7	102.1
Cc1cccc(CS(=O)(=O)c2ncc(Cl)c(C(=O)Nc3c(C)cccc3C)n2)c1	-10.5	-2.9	110.6	-10.3	107.5	-20.6	-9.7	94.0
CCn1c(=O)cc(OCC(=O)N(C)c2ccccc2F)c2ccccc21	8.5	0.1	95.9	-5.7	92.2	10.1	-4.3	95.0
CC(C)C[C@H](NC(=O)N1CCn2c1nc1ccccc12)C(=O)N[C@@H](Cc1ccccc1)C(=O)O	0.9	-1.0	103.0	2.2	100.2	-12.1	-12.3	101.1
COc1ccccc1NC(=O)c1ccccc1SC	2.6	3.8	101.6	-10.4	93.7	5.6	12.1	92.8
COc1ccc2c(CC(=O)OCC(=O)Nc3cccc(S(N)(=O)=O)c3)coc2c1	4.3	2.1	108.9	2.4	102.8	2.6	5.9	96.4
CC1CCCN(CCCNS(=O)(=O)c2ccc3c(c2)CCN3C(=O)C2CC2)C1 (stereo unspecified)	8.2	0.1	114.8	7.9	81.5	2.6	9.4	87.9
Cc1cc(C(=O)Nc2c(F)cc(F)cc2Br)cs1	-0.1	-0.9	108.2	-4.1	99.6	-14.7	-1.2	103.9
O=C(CNC(=O)c1cccc(OC(F)F)c1)OCC(=O)c1ccccc1	-2.6	-1.2	108.7	10.2	98.8	9.4	-3.6	106.2
Cc1ccc(S(=O)(=O)c2nc(-c3ccccc3)oc2SCC(=O)NCC2CCCO2)cc1 (stereo unspecified)	0.7	7.2	102.0	0.9	103.0	0.4	-5.0	94.7
O=C(CCN=C1NS(=O)(=O)c2ccccc21)NCc1ccccc1F	.	-0.6	93.6	-5.2	94.3	7.5	.	98.4
Cc1ccc(C(c2nnnn2CS(=O)(=O)c2ccc(C)cc2)N2CCCC2)cc1 (stereo unspecified)	6.9	-1.3	90.1	3.0	95.3	6.7	3.9	95.8
Cc1noc(C)c1S(=O)(=O)N1CCC(C(=O)NC2CCCc3ccccc32)CC1 (stereo unspecified)	-3.0	7.0	91.6	-1.4	90.6	10.5	-22.1	89.8
Cc1cccc(OCC(O)CN2C(C)(C)CC(O)CC2(C)C)c1 (stereo unspecified)	-5.5	3.3	102.8	-1.2	85.6	7.7	-2.4	95.2
O=C(CSc1nc2ccccc2n1Cc1ccccc1)N/N=C/c1ccccc1C(=O)O	-1.0	4.5	102.4	0.3	108.3	-0.4	10.1	111.2
COc1ccc(OC)c2sc(NC(=O)c3ccc(S(=O)(=O)N(C)C)cc3)nc12	-0.3	69.0*	96.8	5.3	92.8	-2.9	15.2	93.9
O=C(O)c1cc([N+](=O)[O-])ccc1NCc1cccnc1	-1.4	-0.2	105.7	-3.9	99.0	-0.6	-3.5	98.7
CCOc1ccccc1N1CCN(Cc2cc3c(cc2[N+](=O)[O-])OCO3)CC1	1.0	4.6	108.5	5.0	103.1	3.1	2.6	95.3
CN(c1cccc(Cl)c1)S(=O)(=O)c1cccc(C(=O)Nc2ccc3c(c2)CCC3)c1	10.0	4.7	105.5	-5.1	105.2	2.8	2.5	95.4
CCCn1cc(S(=O)(=O)c2ccc(C)cc2)c(=O)c2cc(OC)c(OC)cc21	4.9	-1.6	104.0	9.6	99.1	2.0	5.5	107.4
COc1cc(/C=C/C(=O)Nc2ccc(N3CCCCC3)c(S(=O)(=O)Nc3ccccc3Cl)c2)cc(OC)c1OC	13.2	-1.3	95.6	-4.9	97.5	-1.9	13.6	110.0
O=C(N/N=C/C=C/c1ccccc1)c1cc(C2CC2)[nH]n1	-8.4	-7.4	89.2	-2.9	91.9	5.0	-2.5	98.7
COc1ccc(COc2cc(-c3cccc(OC)c3)nc3ccc(NC(=O)c4ccc(Cl)cc4)cc23)cc1	22.6	9.5	96.7	0.5	94.6	-3.9	-9.9	147.6
Cc1cc2nc(-c3ccc(SCC(=O)N4CCOCC4)nc3)[nH]c2cc1C	3.7	59.7*	105.5	3.2	102.0	10.1	10.9	102.4
COc1ccc(C(=O)Nc2cc3c(cc2Cl)OCCCO3)cc1	-31.5	-3.1	112.9	-2.0	101.2	9.1	-3.6	112.7
COc1ccc(-c2cc(C)no2)cc1S(=O)(=O)N1CCCN(Cc2ccc(F)cc2)C1	7.8	0.7	128.6	4.5	51.5	2.7	7.5	87.1
CC(Oc1ccc(Cl)cc1Cl)C(=O)OCC(=O)c1c(N)n(C)c(=O)n(C)c1=O (stereo unspecified)	.	0.1	97.6	3.8	97.9	9.9	4.2	94.2
COc1ccc(OC)c(S(=O)(=O)NCCO)c1	2.7	0.6	93.2	0.6	93.1	-2.1	-2.9	92.9
COc1ccc(F)cc1S(=O)(=O)n1cnc2ccccc21	0.5	-0.4	104.4	4.6	104.5	-6.5	-21.9	92.0
CN(Cc1ccccc1)C(=O)c1cn(C)c2ccc(S(=O)(=O)N3CCCC3)cc2c1=O	-0.3	0.5	101.5	9.8	99.3	-7.0	-20.5	99.7
CC1C(=O)C(C)C(c2ccco2)NC1c1ccco1 (stereo unspecified)	9.3	-1.4	103.5	-1.8	101.1	0.5	9.6	103.2
CC(C)Cn1cnc2c(=O)oc3ccccc3c21	-12.4	-1.5	95.4	4.3	91.1	-1.1	2.1	95.1
O=C1N=C(N2CCc3ccccc3C2)S/C1=C\c1cccc(O)c1	-14.3	1.8	100.4	-2.1	102.9	-12.7	1.9	97.6
Cn1c(=O)c(=O)n(C)c2cc(S(=O)(=O)CCC(=O)Nc3c(F)c(F)c(F)c(F)c3F)ccc21	-7.7	-0.5	95.0	-2.5	96.4	8.4	-2.7	92.0
